TCR CD3 inh: inhibitors of human TCR-CD3 interaction | TAMRA-labeled TCR probe fluorescence, biochemical | inhibition, % at 9.4 µM | hit rate 0.37% among 360,000 | AID 651800; in the data active = inhibition above about 19%;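 note: recombinant mutant TCR 2C K166C tagged with TAMRA read by polarization; 0% = receptor in buffer alone and 100% = receptor with positive control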
rCAG RNA binder: r(CAG) repeat RNA binding; inhibition, % at 3 µM; hit rate 1.3% among 370,000; TO-PRO-1 dye displacement fluorescence;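 active = inhibition above the plate cutoff, the mean of all test compounds on that plate plus 3 SD, cut at about 35% in these data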;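 note: 0% = DMSO alone and 100% = 100 µM mitoxantrone as full dye displacement; higher means more dye released from RNA so lower well fluorescence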
UHRF1 binding: human UHRF1 methylated DNA binding inhibitors. Q96T88. UHRF1 binding to methylated oligo, TR-FRET. inhibition, % at 4.4 µM. hit rate 0.75% among 370,000. AID 687016; in the data active = inhibition above about 21%;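 note: UHRF1 SRA domain binding a hemimethylated CpG hairpin DNA probe; 0% = median of test compound wells and 100% = reference inhibitor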
Rev-erbA mod: modulates human Rev-erb alpha binding to DNA. P20393. hit rate 0.79% among 370,000. Rev-erbα–FITC-DNA binding, fluorescence polarization, 90 min. activity, % at 10 µM;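 active = activity above about 14%, limit read from the data; passing the limit was not always enough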;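 note: 0% = DMSO wells with 35 nM protein and 100% = DMSO wells with 750 nM protein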
PG9 Ab binder: PG9 antibody binding by small molecule | inhibition, % at 6.7 µM | hit rate 0.43% among 360,000 | AID 624416 | TR-FRET gp120-PG9 antibody binding; in the data active = inhibition above about 8.5%
PRMT1 inh: inhibitors of human PRMT1; Q99873; recombinant PRMT1, activity-based probe fluorescence polarization; inhibition, % at 2.79 µM; hit rate 1.3% among 370,000; AID 652257;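 active = inhibition above about 21% made by adding two undisclosed values, limit read from the data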
HTRA1 inh: inhibitors of human serine peptidase HTRA1; inhibition, % at 5.96 µM; recombinant HTRA1, FP-rhodamine activity-based probe, fluorescence polarization; Q92743; hit rate 0.5% among 340,000; in the data active = inhibition above about 36%;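 note: 0% = enzyme with DMSO and 100% = wells lacking enzyme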
Target sequence (Q92743 whole entry, looked up): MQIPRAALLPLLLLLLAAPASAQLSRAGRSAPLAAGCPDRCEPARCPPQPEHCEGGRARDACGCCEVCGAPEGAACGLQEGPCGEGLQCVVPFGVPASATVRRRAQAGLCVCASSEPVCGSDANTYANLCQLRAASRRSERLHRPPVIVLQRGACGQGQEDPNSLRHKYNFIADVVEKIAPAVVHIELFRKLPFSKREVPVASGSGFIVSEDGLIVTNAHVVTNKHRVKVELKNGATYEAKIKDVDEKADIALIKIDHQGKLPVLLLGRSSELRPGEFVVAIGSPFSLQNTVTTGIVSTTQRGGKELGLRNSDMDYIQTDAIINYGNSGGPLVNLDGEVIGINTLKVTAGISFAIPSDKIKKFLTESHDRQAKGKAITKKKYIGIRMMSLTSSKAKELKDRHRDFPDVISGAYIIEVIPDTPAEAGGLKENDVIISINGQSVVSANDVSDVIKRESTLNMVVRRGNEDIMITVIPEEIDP
MBD2 inh: MBD2-methylated oligo binding inhibition | Q9UBB5 | TR-FRET, MBD2 binding to methylated oligonucleotide | inhibition, % at 4.4 µM | hit rate 0.31% among 370,000 | AID 686964; in the data active = inhibition above about 13%
ABHD4 inh: inhibitors of mouse ABHD4; Q8VD66; purified mABHD4, FP-Rh probe fluorescence polarization; inhibition, % at 8.92 µM; hit rate 0.54% among 370,000; AID 720543;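 active = inhibition exceeding the mean over every tested compound plus 3 SD, cut at about 30% in these data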;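 note: 0% = plate median of compound wells and 100% = S159A mutant with DMSO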
Target sequence (Q8VD66 whole entry, looked up): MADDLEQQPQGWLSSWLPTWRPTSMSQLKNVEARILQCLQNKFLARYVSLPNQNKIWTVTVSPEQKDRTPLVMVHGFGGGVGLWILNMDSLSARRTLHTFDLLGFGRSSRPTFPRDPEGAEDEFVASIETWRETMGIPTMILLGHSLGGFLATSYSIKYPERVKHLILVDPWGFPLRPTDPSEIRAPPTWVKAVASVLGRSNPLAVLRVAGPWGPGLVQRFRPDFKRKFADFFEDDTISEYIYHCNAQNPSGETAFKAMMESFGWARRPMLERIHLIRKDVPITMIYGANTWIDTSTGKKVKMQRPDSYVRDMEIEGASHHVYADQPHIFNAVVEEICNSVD
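Assay system: mABHD4 protein; medium: HEPES pH 7.0, NaCl, Pluronic buffer; dosing: 8.92 µM, single dose; schedule: 45 min + 60 min at 25 °C; signal: FP readout, ex 525 nm / em 598 nm; read-out: normalized percent inhibition of probe labeling; repeats: single replicate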
LEDGF integ inh: blocks HIV-1 LEDGF/p75-dependent DNA integration | TR-FRET IN-LEDGF/p75 DNA integration, Eu/Cy5 | inhibition, % at 3.7 µM | hit rate 0.64% among 370,000 | AID 743269;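 active = inhibition above the screen-wide mean plus 3 SD, cut at about 13% in these data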;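 note: signal is the Cy5 over europium emission ratio at 671 and 618 nm; 0% = plate median of compound wells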
The depositor's hits bear a star; · = not tested or not shown. Only part of the results is shown; rates above refer to the full screens.

SMILES	TCR CD3 inh	rCAG RNA binder	UHRF1 binding	Rev-erbA mod	PG9 Ab binder	PRMT1 inh	HTRA1 inh	MBD2 inh	ABHD4 inh	LEDGF integ inh
O=S(=O)(c1ccccc1F)N1CCN(CC(O)c2ccccc2)CC1 (stereo not drawn)	0	-3	2	-3	-3.4	-1	2	7	-7	-2
CCC(C)c1ccccc1N1CC(C(=O)N2CCN(c3ccccc3)CC2)CC1=O (stereo not drawn)	-5	-10	1	-1	4.7	-4	-4	-2	3	5
COc1cc(C(=O)Nc2ccn(C)n2)ccc1OC(F)F	4	1	-2	4	2.3	11	5	1	4	-2
COc1ccc([C@@H]2CC(=O)c3c(O)cc(O)cc3O2)cc1O	6	6	-1	1	-1.4	-2	-3	-4	3	0
Cc1cc(C(=O)COC(=O)COc2ccc(C#N)cc2)c(C)n1C1CC1	5	-6	0	4	-1.9	-1	3	-2	0	2
COc1ccccc1C1=CC(=O)C[C@H](c2ccc3c(c2)OCO3)C1	-1	-7	-1	0	-0.3	1	-22	-2	-12	0
CC(C)OC(=O)c1ccc(NC(=S)NC(=O)c2cncc(Br)c2)cc1	3	-1	-1	1	1.2	-4	0	-3	-1	2
CCOC(=O)c1ccc[n+](CC(=O)c2ccc(OC)cc2)c1	8	5	-2	4	-2.0	1	-2	0	-11	0
COc1cc(C(=O)NNC(=O)c2ccco2)cc(OC)c1OC	-10	-3	1	10	2.1	-2	-2	-2	-9	2
CCOC(=O)CCN(C(=O)Nc1ccccc1)C1CCCCC1	4	1	-2	4	-0.2	-6	-1	-12	-3	-1

Only ABHD4 inh (two entries from above):
mol	ABHD4 inh
CCC(C)c1ccccc1N1CC(C(=O)N2CCN(c3ccccc3)CC2)CC1=O (stereo not drawn)	3
COc1ccccc1C1=CC(=O)C[C@H](c2ccc3c(c2)OCO3)C1	-12

The list continues.
SMILES	TCR CD3 inh	rCAG RNA binder	UHRF1 binding	Rev-erbA mod	PG9 Ab binder	PRMT1 inh	HTRA1 inh	MBD2 inh	ABHD4 inh	LEDGF integ inh
CCC(=O)Nc1ccc(N2CCN(Cc3ccccc3F)CC2)cc1	-10	2	4	1	-2.7	0	-5	-6	0	-2
Nc1ncnc(N)c1NC(=O)c1ccccc1	-4	2	3	-1	-1.1	-4	·	0	-5	5
O=C(O)c1ccccc1C(=O)Nc1ccc(Oc2cccc(C(F)(F)F)c2)nc1	-3	1	7	-1	-1.0	4	9	1	0	-4
O=S(=O)(Cc1ccc(Cl)cc1)N1CCCC1	-9	-4	1	-4	-0.6	-1	2	3	3	-4
COc1ccc(CCNC(=O)CN2C(=O)c3cccc4cccc(c34)C2=O)cc1OC	-2	0	0	-4	-1.6	6	-5	-6	-1	-3
CN(C)CCCN(C(=O)CCc1ccccc1)c1nc2ccc(Cl)cc2s1	-5	2	-1	-1	2.9	-3	7	2	19	1
CC(C)Cn1c(SCC(=O)Nc2cc(Cl)c(Cl)cc2Cl)nc(O)cc1=O	7	23	0	11	-3.4	13	-33	0	-10	3
O=C(COc1ccc(Cl)cc1)OCC(=O)N1CCCc2ccccc21	1	-1	1	7	-0.9	-4	-7	0	3	-5
Cc1ccc(OCC(O)CNC(=O)c2ccccc2C(=O)O)cc1 (stereo not drawn)	4	-5	-2	8	1.3	-4	-5	-6	-5	0
C=CCN(c1ccc(Br)cc1C(=O)OC)S(C)(=O)=O	2	2	-1	2	-1.9	0	1	0	4	2
O=C(COc1ccc(Cl)cc1)NCc1nnc(SCC(=O)Nc2ccccc2F)o1	5	0	2	-3	-1.5	1	-9	5	3	1
COc1cc(C(=O)Nc2ccccc2C2COC(=O)C2=N)cc(OC)c1OC (stereo not drawn)	-7	-2	0	5	-2.4	-1	4	0	3	1
Cc1ccc(/C=C2/SC(=S)N(C3CCCCC3)C2=O)o1	-6	55*	-2	1	-1.2	14	25	-3	18	3
O=c1c(Cc2ccc(F)cc2)c(O)ccn1Cc1ccc(Cl)cc1Cl	3	21	3	3	0.8	-1	-11	-7	-2	3
CC(=O)NC(Cc1c[nH]c2ccccc12)C(=O)NCc1ccco1 (stereo not drawn)	-5	4	-2	0	-2.6	2	-1	-1	-4	1
Cc1c(N=NC2=C(O)CC(C)(C)CC2=O)cc2c(c1[N+](=O)[O-])C(C)(C)CC2(C)C	3	0	-3	4	0.5	-5	1	2	-6	-2
Cc1ccc(S(=O)(=O)N2CCN(C(=O)C3COc4ccccc4O3)CC2)cc1C (stereo not drawn)	-2	-3	-1	0	-0.8	4	1	3	-2	-2
O=C(c1cccc([N+](=O)[O-])c1)N1CCN(c2ccc(Cl)cc2)CC1	1	-3	-1	-8	-0.9	2	-2	0	-5	0
Cc1cc(OCc2cc(C(=O)N(C)CCc3cnn(C)c3)no2)cc(C)c1Cl	7	-2	-4	1	-0.6	-5	-2	-2	-7	2
Cc1ccccc1NC(=O)c1cccc(N2C(=O)C3C4CC(C(Br)C4Br)C3C2=O)c1 (stereo not drawn)	0	0	2	-1	-1.8	2	-3	0	3	4
OCC1(CCc2ccccc2)CCCN(CCCC(F)(F)F)C1 (stereo not drawn)	-6	-7	3	3	0.3	2	3	3	9	-3
Cc1ccc(OCC(=O)N2CCN(c3nnc(-c4ccc(C)cc4)c4ccccc34)CC2)cc1	-1	5	4	-4	1.4	2	-64	7	-13	-1
CCOC(=O)CN1C(=O)/C(=C/c2ccccc2Br)Oc2ccccc21	-7	0	5	-4	2.5	6	3	5	-16	5
CSc1ccccc1NC(=O)CN(c1ccccc1Br)S(C)(=O)=O	4	-3	3	-1	-3.4	-1	6	-4	8	0
COc1ccc(NC(=O)CC2SC(=O)NC2=O)cc1 (stereo not drawn)	2	14	-3	-1	-1.9	53*	9	-4	4	-1
O=C(/C=C/c1ccco1)NCC1COc2ccccc2O1 (stereo not drawn)	-5	9	5	0	1.0	33*	-4	0	-8	0
COc1ccc(-c2nnc3ccc(SCC(=O)Nc4cc(C)on4)nn23)cc1OC	-4	10	-2	-2	0.5	-5	1	1	-3	7
CCc1ccc(NC(=O)CCn2c(=O)c3cccn3c3ccccc32)cc1	10	2	-3	7	-0.4	-2	-50	0	-10	-2
NC(=O)N/N=C/c1cn(-c2ccccc2)nc1-c1cccs1	-7	6	-2	-3	-0.9	4	-29	-4	-11	-3
c1nc2sc3c(c2c2nnnn12)CCCC3	-2	1	-1	-2	-1.5	3	2	4	1	-2
Cc1sc2c(=O)n3c(nc2c1C(=O)NC1CCCCC1)CCCCC3	6	-3	2	0	-1.9	-2	5	-9	1	-5
CCN(CC)S(=O)(=O)c1cc(NC(=O)COC(=O)c2sc3ccccc3c2Cl)ccc1C	0	3	0	2	-1.1	-3	-13	-1	-4	-2
CCN1CCN(CCCNC(=O)c2ccc(NC(=O)C3=CSCCO3)cc2)CC1	-2	-3	-3	2	-1.7	-3	6	-8	5	1
CCOC(=O)C1CCCN(C(=O)c2ccc(C)cc2O)C1 (stereo not drawn)	-6	-4	1	-1	2.4	2	1	4	0	-2
COc1ccccc1-n1cc(C(=O)NCC(=O)N2CCN(c3ccccc3)CC2)c2ccccc2c1=O	-3	2	6	-1	0.9	-1	1	2	-5	1
Cn1cccc1C1C=C(c2ccc(C(C)(C)C)cc2)Nc2ncnn21 (stereo not drawn)	-8	2	-1	-1	-0.9	4	-23	-3	2	-2
O=C(CNc1ccc2ccccc2c1)N/N=C/c1cc2ccccc2nc1Cl	0	24	-11	-2	-4.4	5	7	-10	23	2
CCOc1ccc(NC(=O)CCN2CCN(S(=O)(=O)c3ccc(Cl)cc3)CC2)cc1	4	-8	-3	-3	-1.0	-3	-8	4	-2	-1
O=C(O)c1ccc2c(c1)C(=O)N(c1ccc(/C=C/C(=O)c3ccccc3)cc1)C2=O	-2	46*	-1	0	-2.0	-3	-18	-4	39*	1
COc1ccc(C(C)(NC(C)=O)c2nc(-c3cncnc3)cs2)cc1 (stereo not drawn)	2	2	0	2	0.6	-4	·	-2	1	2
Cc1ccccc1CN(C)C(C)C(=O)Nc1ccccc1F (stereo not drawn)	-1	-7	-2	4	0.2	-1	-5	0	-1	-1
NS(=O)(=O)c1ccc(CCNC(=O)COC(=O)/C=C/c2ccccc2Cl)cc1	1	9	0	2	-0.9	-3	0	0	-3	1
Cc1nc2ccc(-n3ccc(=O)cc3)cc2s1	-5	0	1	0	-1.8	1	1	-7	1	3
O=C(OCc1cn([C@H]2C[C@H](c3ccccc3)N(C(=O)c3cccs3)C[C@@H]2O)nn1)c1ccccc1	0	6	8	2	-1.1	6	-12	2	-16	-3
Cc1ccc(NC(=O)CSCC(=O)NCCc2ccccc2)c(C)c1	1	0	1	-2	1.0	-2	5	0	-1	1
COc1ccc(NC(=O)CN(C)C(=O)c2cc3c(cc2Cl)N2CCCCCC2=NS3(=O)=O)cc1	-12	0	3	4	0.4	-6	-2	4	-15	3
Cn1cc(CN2CCC(n3nccc3NC(=O)CCOc3ccccc3)CC2)cn1	2	-5	-1	2	0.9	-1	0	-1	2	-2
Cc1ccc2nc(NC(=O)c3ccc4c(c3)OCO4)sc2c1	-7	5	8	29*	18*	-2	-12	3	-2	-4
O=C(CC(SCCO)c1ccc2c(c1)OCO2)c1ccco1 (stereo not drawn)	4	7	-2	-11	1.4	39*	-1	-5	7	0
O=C(N/N=C/c1ccccc1F)c1csc2c1CCCC2	-3	0	-2	-1	-3.2	-1	-9	-7	-7	1

Other entries follow:
SMILES	TCR CD3 inh	rCAG RNA binder	UHRF1 binding	Rev-erbA mod	PG9 Ab binder	PRMT1 inh	HTRA1 inh	MBD2 inh	ABHD4 inh	LEDGF integ inh
COc1cc(CCNC2=CC(=O)c3ncccc3C2=O)ccc1O	6	5	-14	3	-12	-3	11	-22	15	29*
CN(C)C(CNC(=O)c1ccc2nccnc2c1)c1ccco1 (stereo not drawn)	0	17	-1	-8	-3.2	3	0	-1	9	3
CCOC(=O)CNC(=O)CSc1nnc(-c2ccco2)n1N	-6	3	3	0	1.1	4	0	-4	6	-1
O=[N+]([O-])c1ccc(F)cc1Oc1nc(-c2cccnc2)nc2ccccc12	-1	5	-4	6	-0.8	-2	-17	-1	-12	5
CC(=O)CSc1nnc(-c2ccc(S(=O)(=O)N3CCC(C)CC3)cc2)o1	3	-3	-2	13	2.6	0	3	-1	2	0
C=C(C)CC(NCc1ccco1)c1ccc(OC)cc1 (stereo not drawn)	0	-3	-2	0	-1.3	-1	-4	-1	0	-1
Cc1ccccc1C(=O)N1CCC(C(=O)NC2CCCC2)CC1	4	-1	0	-3	-0.9	-3	0	-3	-2	0
Cc1ccc2c(c1)N(C(=O)CCC(=O)NCc1cccc(Cl)c1)CC(C)O2 (stereo not drawn)	3	-2	-3	-2	-0.4	-3	-7	-1	-2	-3
O=C(NCc1cccnc1)c1cc(Sc2ccccc2Cl)nc2ccccc12	-5	-1	3	1	1.1	1	-10	0	-4	-2

A draw from above in order of molar mass, descending.
SMILES	TCR CD3 inh	rCAG RNA binder	UHRF1 binding	Rev-erbA mod	PG9 Ab binder	PRMT1 inh	HTRA1 inh	MBD2 inh	ABHD4 inh	LEDGF integ inh
O=C(NCc1cccnc1)c1cc(Sc2ccccc2Cl)nc2ccccc12	-5	-1	3	1	1.1	1	-10	0	-4	-2
Cc1ccc2c(c1)N(C(=O)CCC(=O)NCc1cccc(Cl)c1)CC(C)O2 (stereo not drawn)	3	-2	-3	-2	-0.4	-3	-7	-1	-2	-3
O=[N+]([O-])c1ccc(F)cc1Oc1nc(-c2cccnc2)nc2ccccc12	-1	5	-4	6	-0.8	-2	-17	-1	-12	5
